b-catenin transl = alters nuclear translocation of beta-catenin in HeLa cells; immunofluorescence imaging; nuclear translocation activity, % at 5 µM; 0.3% of 190,000 active; AID 1665;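 active = nuclear translocation activity above 50% at 5 µM, with a well cell count of 50 or more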;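 also: per-cell ratio of nuclear to cytoplasmic median beta-catenin stain intensity; plate controls were DMSO negative control for no effect and GSK-3 inhibitor IX positive control for full effect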
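System: Human HeLa cells, endogenous beta-catenin | Compound dosing: 5 µM primary, 0.02–20 µM confirmation | Timing: 24 h compound exposure at 37°C, 5% CO2 | Measured by: Fluorescence imaging of beta-catenin antibody stain plus DAPI | Read-out basis: % activation of per-cell nuclear versus cytoplasmic median beta-catenin signal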
Lipid droplet = hepatic lipid droplet formation modulation; 0.4% of 240,000 active; inhibition, % at 6.5 µM; AML12 mouse hepatocytes, oleate lipid droplets, BODIPY imaging;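 active = lipid droplet intensity inhibited by at least 50%, with more than 500 cells counted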
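Assay system: AML12 mouse liver cells | Compound: 6.5 µM single-point dosing | Schedule: Overnight exposure | Technique: Fluorescence imaging, 20x objective, two fields per well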
WT yeast gro inh = growth inhibition of WT yeast, mitochondrial fusion screen; mitochondrial fusion phenotypic screen, WT strain; inhibition, % at 10 µM; 2.1% of 190,000 active; AID 1362; in the data active = inhibition above about 58%; tested in S. cerevisiae
Insulin prom up = MIN6 insulin promoter up-regulation. MIN6 insulin promoter-GFP reporter, high-content imaging; hits give high values. z-score at 5 µM. 0.3% of 190,000 active. AID 1625;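 active = z-score above 3 at 5 µM with at least 500 cells counted in the well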
Autophagy mod = modulators of autophagy; MEF GFP-LC3 puncta imaging; test concentration mostly 10 µM; calls only at 10 µM (by protocol); 0.98% of 190,000 active;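 active = percentage of spot-positive cells more than 3 SD above its plate mean, without a fluorescence outlier flag or 80% toxicity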;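 also: spot-positive cell cutoff set from DMSO-treated cells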
NOD2 inhibition = NOD2 signaling inhibitors, cell-based, luminescence, uHTS, HEK293 (AID 1566). HEK293 NOD2/NF-kB luciferase reporter, luminescence; higher % means a stronger effect. one-dose inhibition, % at 4 µM; EC50 in µM for titrated hits. 0.63% of 290,000 active; in the data active = inhibition above about 50%; also: many of its hits are not listed in these tables
MT stabilize HCS = microtubule stabilizers in HeLa cells; HeLa tubulin immunostaining HCS, 24 h; share of cells brighter than vehicle mean+2SD; % tubulin-high responders, % at 10 µM; 0.83% of 200,000 active;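 active = plate Z-score above 3 for both tubulin-high and condensed-nucleus cell shares, with cell loss under 80%, at 10 µM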;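 also: anti alpha tubulin signal scored within the nucleus-defined area of each cell; some results filed as inactive read as strong as hits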
Yfh1-off respiration = enhancers of respiration in Yfh1-depleted yeast, dose response, Friedreich's ataxia, plus single-dose screen (AID 1465); S. cerevisiae Yfh1-off respiration, WST-1 reduction, 72 h; higher fold induction means a stronger effect; one-dose fold induction at 50 µM; EC50 in µM for titrated hits; 0.074% of 220,000 active;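 active = fold induction of absorbance versus untreated yeast above a set limit, then at least 30% activation at any dose in follow-up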;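 also: activators that raise dye reduction in frataxin-depleted yeast; strong numbers were not always called active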
Dynein transport = blocks dynein driven cargo transport along microtubules. 3617.4 mouse cells, GR-EGFP nuclear translocation imaging; test concentration mostly 20 µM; stimulated with dexamethasone, 1 µM; hits give low values. z-score, hits read low. 0.47% of 220,000 active;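 active = plate z-score of nuclear minus cytoplasmic receptor signal below a set negative limit, without overly bright fluorescence or cell loss, cut at about -3.5 in these data, passing the limit was not always enough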;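 also: z-score of nuclear minus cytoplasmic ring GR-EGFP intensity difference per well; some compounds called inactive have numbers as strong as hits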
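medium = tetracycline-free induction medium containing charcoal-stripped FBS | probe or stimulus = dexamethasone, 1.0 µM final | timing = 48 h induction, then 1 h compound, then 30 min agonist, 37 °C | detection = automated 10x imaging of fixed Hoechst-stained cells | read-out basis = nuclear versus cytoplasmic GR-EGFP signal, averaged per well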
WT yeast gro inh mutant strain = further read-out of WT yeast gro inh, marked with its call; inhibition, %; mitochondrial fusion phenotypic screen, mutant strain inhibition
Dynein transport cytoplasmic EGFP = also measured in Dynein transport; calls as there; z-score; measured here: cytoplasmic GR-EGFP intensity; hits give high values
Dynein transport nuclear GR-EGFP = recorded beside Dynein transport, whose call it bears; z-score; measured here: nuclear GR-EGFP intensity;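 lower value marks the stronger effect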
Dynein transport cell count = second read-out of Dynein transport, no call of its own (marks repeat the call); z-score; measured here: cell count per field
Insulin prom up cell count = further read-out of Insulin prom up, marked with its call; cell count; measured here: cytotoxicity, nuclei count;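 total cells summed across four imaged fields per well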
Lipid droplet cells 6.5 µM = further read-out of Lipid droplet, marked with its call; cell count; measured here: cell count, cytotoxicity flag;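 cells counted across two imaged fields per well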
b-catenin transl cell count 5 µM = also measured in b-catenin transl; calls as there; cell count; measured here: cell count, cytotoxicity flag
MT stabilize HCS Hoechst-high % = also measured in MT stabilize HCS; calls as there; % Hoechst-high responders; measured here: nuclear condensation Hoechst responders;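 share of cells brighter than vehicle mean plus two SD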
MT stabilize HCS cytotoxicity % = second read-out of MT stabilize HCS, no call of its own (marks repeat the call); toxicity, %; measured here: cytotoxicity by cell density;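 0% = mean cell density of plate MIN control wells and 100% = no cells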
Autophagy mod cell loss 18 h = recorded beside Autophagy mod, whose call it bears; toxicity, %; measured here: cell loss, nuclei count;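 cell loss after 18 h compound exposure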
Numbers without * were called inactive; i = inactive; / = not tested or not shown. Not all compounds are listed, so the mix of outcomes need not match the whole.

canonical_smiles	Insulin prom up cell count	Autophagy mod cell loss 18 h	WT yeast gro inh mutant strain	Lipid droplet	MT stabilize HCS cytotoxicity %	WT yeast gro inh	MT stabilize HCS Hoechst-high %	Autophagy mod	Dynein transport	NOD2 inhibition	Dynein transport nuclear GR-EGFP	b-catenin transl	Insulin prom up	b-catenin transl cell count 5 µM	Dynein transport cytoplasmic EGFP	Yfh1-off respiration	MT stabilize HCS	Dynein transport cell count	Lipid droplet cells 6.5 µM
N#Cc1c(N)nc2c(c1-c1ccc(F)cc1)c(=O)nc1sccn12	1656	15.8	-4.2	15.6	4.9	-3.9	1.9	i	-0.821	5.2%	-0.388	-2.6	1.03	1037	-0.233	i	1.7	0.488	670
Cc1ccnc(NC(=O)Nc2ccc3c(c2)N(C)C(=O)CS3)c1	1048	1.6	-2.9	0.9	5.7	-19.2	2.8	i	-0.235	/	0.53	15.5	0.06	502	0.164	i	6.1	0.805	838
c1ccc(-c2nnnn2CCOCCn2nnnc2-c2ccccc2)cc1	698	22.3	-4.8	4.3	10.7	-7.8	1.6	i	0.241	-7.8%	0.375	-0.4	0.61	1041	-0.284	i	2.6	0.0201	796
Cc1cccc(-n2c(O)c(/C=N/NC(=O)c3ccccc3Cl)c3ccccc3c2=O)n1	1454	-1.7	3.0	28.9	4.6	-0.6	4.8	i	0.749	-18.0%	0.236	0.4	-0.32	1102	-0.144	i	3.9	-0.653	700
O=C(Cc1sc(-c2ccccc2)nc1-c1ccccc1)Nc1ccccc1	840	1.3	21.7	27.3	10.8	10.7	1.4	i	0.526	-38.2%	0.148	-0.7	-0.71	1224	-0.194	i	2.3	0.483	789
Cc1ccc(-c2csc(NC(=O)c3cccc([N+](=O)[O-])c3)n2)cc1	/	5.3	1.8	/	6.0	9.1	2.0	i	-0.659	20.2%	-0.6	/	/	/	-0.205	/	1.3	0.334	/
CC1Cc2ccccc2N1C(=O)c1cccnc1 (stereo not drawn)	/	-6.1	3.1	19.2	2.9	-8.4	1.4	i	-0.0798	-8.8%	-0.158	0.1	/	1042	-0.237	i	2.1	-0.0799	657
O=C(CN1CCOCC1)Nc1ccccc1-c1ccccc1	1494	-7.5	14.4	/	1.0	5.0	2.9	i	-0.0507	8.7%	0.0408	-7.4	0.78	994	-0.338	i	5.1	-0.259	/
O=C(CN1C(=O)C2C3C=CC(C4CC34)C2C1=O)Oc1ccccc1 (stereo not drawn)	1458	-29.3	8.4	0.8	11.8	-0.1	1.5	i	-0.122	-3.1%	0.0603	1.0	0.42	1494	-0.254	i	1.2	0.407	701
Cc1ccc(NC(=O)CCNS(=O)(=O)c2cccc3nonc23)cc1Cl	1393	1.5	2.0	12.8	7.1	5.3	2.0	i	-0.16	22.3%	-0.222	-1.7	0.23	1151	-0.277	i	1.5	0.169	646
O=C(CSc1nc2c(cnn2-c2ccccc2)c(=O)[nH]1)N1CCOCC1	/	12.2	6.7	/	8.5	-1.1	3.9	i	-0.194	-5.5%	-0.0165	/	/	/	-0.349	i	3.8	0.414	/
Cc1ccc(S(=O)(=O)N2CCN(C(=O)c3ccc(Cl)nc3)CC2)cc1	1281	1.7	-6.2	-17.6	2.8	-3.5	1.1	i	-0.925	6.9%	-0.837	-0.6	0.14	1161	-0.338	i	3.2	0.327	718
CCCc1nnc(SCc2ccc(OC)cc2)n1N	1239	26.3	-11.7	7.7	4.2	4.1	1.8	i	-0.38	5.5%	-0.256	-1.0	0.11	995	-0.187	i	2.6	0.717	756
COCCN1CCn2c(nc3cc([N+](=O)[O-])ccc32)C1	1076	/	/	13.6	/	/	/	/	-0.43	1.8%	-0.0539	0.9	-0.9	1293	-0.818	i	/	0.333	674
O=C(CN1C(=O)C2CC=CCC2C1=O)NC1CCCc2ccccc21 (stereo not drawn)	906	27.7	7.4	-36.1	7.6	1.3	1.2	i	0.422	-16.5%	0.713	0.4	0.89	1158	0.355	i	1.8	-1.34	749
CSCC[C@H](NC(=O)Nc1ccc(S(N)(=O)=O)cc1)C(=O)O	1060	/	/	-3.3	/	/	/	/	-0.594	18.2%	-0.335	-0.1	0	1319	-0.269	i	/	0.73	666
O=c1c(C(c2ccccc2)c2c(O)nc3n(c2=O)CCCS3)c(O)nc2n1CCCS2	1421	-3.5	-11.4	/	0.4	-22.2	1.8	i	0.113	-4.7%	-0.061	-0.5	1.36	1359	-0.202	i	4.4	0.488	/
Cc1cc(O)ccc1N/C=C/c1onc(C)c1[N+](=O)[O-]	1266	-7.3	-12.8	-17.1	5.8	5.7	2.1	i	0.232	-101.0%	0.188	1.4	-0.57	1042	-0.203	i	3.3	0.383	694
CC1Cc2ccccc2N1C(=O)COC(=O)c1c2c(nc3ccccc13)CCCCC2 (stereo not drawn)	1174	-19.0	6.5	4.7	0.9	35.8	2.3	i	0.0706	-4.8%	0.15	-0.3	-1.25	944	-0.245	i	2.3	0.242	667
Cc1ccc(NC2c3ncccc3C(=O)N2Cc2ccco2)c(C)c1 (stereo not drawn)	1606	17.7	-21.8	3.1	9.1	23.1	2.1	i	0.341	12.9%	0.0684	-1.7	-0.58	1084	-0.145	i	3.4	-0.735	707
COc1cccc(NC(=O)Nc2cccs2)c1	/	5.5	1.3	0.5	4.7	-2.9	1.7	i	2.34	1.7%	1.56	-2.0	/	1133	-0.207	i	2.2	-1.34	719
CC(NC(=O)C(=S)N1CCN(C)CC1)c1ccccc1 (stereo not drawn)	1245	2.5	-1.8	-12.7	6.8	-9.3	2.4	i	1.11	-13.6%	0.852	-0.3	1.28	1531	-0.145	i	1.9	-0.178	706
OC(c1ccccc1)(c1ccccc1)C1CCN(C(=S)NCCc2ccccc2)CC1	1320	-2.4	19.7	-5.1	7.5	52.8	0.5	i	0.806	0.1%	0.661	4.0	-0.38	964	-0.29	i	2.0	-0.813	687
Cc1n[nH]c(C)c1S(=O)(=O)N1CCCC(C(=O)N2CCN(c3ccc(Cl)cc3)CC2)C1 (stereo not drawn)	557	7.2	3.2	/	7.7	9.5	1.7	i	-1.05	7.1%	-0.368	7.9	-3.2	1403	-0.234	i	2.2	0.705	/
Oc1ccc(/C=N/Nc2nccnc2Cl)c(O)c1	/	37.6	-11.1	-9.2	1.0	1.5	2.0	i	-0.0287	/	0.669	/	/	/	-0.139	i	3.6	0.312	800
N#Cc1ccc(/C=N/NC(=O)c2cc(-c3cccs3)nc3ccccc23)cc1	1064	21.7	-15.7	-110.5	33.0*	-12.7	45.2*	i	-0.821	-17.8%	-0.602	116.5*	-1.01	347*	-0.289	i	16.7*	1.4	314
COc1ccc(CCN2CC(C(=O)O)CC2=O)cc1OC (stereo not drawn)	955	7.3	-6.1	-3.1	5.5	-6.6	0.5	i	1.23	4.6%	1.12	-2.9	0.5	1075	0.253	i	0.6	-1.93	785
CC1CCN(c2ccc(NC(=S)NC(=O)c3ccco3)cc2)CC1	1632	-5.2	27.3	/	7.2	20.9	0.8	i	-0.314	3.5%	-0.549	-0.8	-0.31	1415	-0.167	i	1.1	0.65	/
C/C(=N\OCC(=O)Nn1c(C)nc2ccccc2c1=O)c1ccccc1	1244	-0.7	11.5	-3.3	11.1	-8.2	2.7	i	0.0872	10.9%	0.265	-2.4	0.05	551	-0.231	i	2.9	-0.667	673
O=C(N/C(=C\c1cccnc1)c1nc2ccccc2[nH]1)c1cccc(Br)c1	1271	-2.5	-0.5	-18.7	5.0	-7.8	2.0	i	-0.382	-4.8%	-0.433	-0.1	-1.01	916	-0.313	i	2.2	0.206	593
O=C(CSc1nnc(-c2cccs2)o1)N1CCc2ccccc21	1254	10.9	-8.1	/	7.8	-7.9	2.0	i	-0.101	-4.7%	-0.155	1.6	0.13	1131	-0.292	i	2.9	0.457	/

Compound activity as filed in PubChem BioAssay.
